# APJ antagonist: antagonists of human apelin receptor APJ, primary screen, CHO-K1 cells, beta-arrestin complementation, luminescence; hit rate 0.32% among 330,000; AID 2521, 2010; P35414; inhibition, % at 20 µM;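 active = inhibition above about 40% at 20 µM, limit read from the data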;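 note: cells challenged with 10 nM apelin-13 agonist together with compound; plate controls were apelin-13 plus DMSO wells for no effect and DMSO wells lacking apelin-13 for full effect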
# Target sequence (P35414 whole entry, looked up): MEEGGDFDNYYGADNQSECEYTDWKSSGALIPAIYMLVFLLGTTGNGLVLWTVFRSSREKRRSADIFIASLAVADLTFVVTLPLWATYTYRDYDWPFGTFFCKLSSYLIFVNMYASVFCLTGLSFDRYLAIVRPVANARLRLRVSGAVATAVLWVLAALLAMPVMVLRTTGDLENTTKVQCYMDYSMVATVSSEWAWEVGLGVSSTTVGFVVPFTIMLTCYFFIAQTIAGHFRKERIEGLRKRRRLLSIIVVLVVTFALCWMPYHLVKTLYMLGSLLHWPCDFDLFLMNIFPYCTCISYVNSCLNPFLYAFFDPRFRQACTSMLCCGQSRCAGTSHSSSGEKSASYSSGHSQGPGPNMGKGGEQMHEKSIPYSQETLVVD
# CXCR6 block: CXCR6 receptor inhibitors, primary screen, cell-based, beta-arrestin, luminescence, CHO-K1 PathHunter, 1536-well; hit rate 0.36% among 360,000; AID 602244, 2012; C-X-C chemokine receptor type 6 (Homo sapiens), O00574; inhibition, % at 20 µM; in the data active = inhibition above about 34%, passing the limit was not always enough;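 note: antagonist mode with CXCL16 agonist at 10 nM final; 0% = 10 nM CXCL16 with DMSO and 100% = unstimulated wells without agonist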
# EBI2 block: EBI2 receptor antagonists, beta-arrestin recruitment, primary screen, cell-based, luminescence, 7a,25-OHC stimulation, uHTS | G-protein coupled receptor 183 (Homo sapiens), P32249 | 7a,25-OHC stimulated | inhibition, % at 5 µM | hit rate 0.81% among 360,000 | AID 651636, 2012; in the data active = inhibition above about 38%;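 note: enzyme fragment complementation signal reports receptor beta-arrestin coupling in cells; 0% = agonist plus DMSO wells and 100% = wells without agonist; some results beyond the cut were filed as inactive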
# Target sequence (P32249 whole entry, looked up, the tested form may be a part): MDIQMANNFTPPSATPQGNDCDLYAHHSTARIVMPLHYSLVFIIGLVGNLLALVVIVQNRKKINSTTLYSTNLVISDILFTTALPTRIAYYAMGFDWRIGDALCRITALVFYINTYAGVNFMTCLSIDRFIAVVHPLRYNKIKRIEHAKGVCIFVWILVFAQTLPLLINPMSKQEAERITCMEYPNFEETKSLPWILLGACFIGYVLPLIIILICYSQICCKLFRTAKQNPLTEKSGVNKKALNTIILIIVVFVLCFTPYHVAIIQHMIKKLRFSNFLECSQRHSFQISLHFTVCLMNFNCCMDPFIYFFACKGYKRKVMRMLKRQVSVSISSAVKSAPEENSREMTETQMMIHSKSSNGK
# Gli-Sufu antag: Gli-Sufu pathway antagonists, primary screen, luciferase luminescence, Sufu-KO-LIGHT cells, uHTS; Sufu-KO-LIGHT fibroblasts, Gli luciferase reporter luminescence; hit rate 0.74% among 340,000; inhibition, % at 5 µM; AID 588413, 2011;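 active = inhibition above about 55%, limit read from the data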;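 note: 0% = DMSO-treated cells and 100% = wells with medium but no cells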
# CCR6 antag: CCR6 receptor antagonists, primary screen, cell-based, CHO-K1, luminescence, beta-arrestin, uHTS; CHO-K1 CCR6 PathHunter beta-arrestin, CCL20-stimulated; hit rate 0.49% among 340,000; C-C chemokine receptor type 6 (Homo sapiens), P51684; inhibition, % at 20 µM;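 active = compounds whose inhibition of the agonist-driven luminescence signal at 20 µM reaches about 50%, limit read from the data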;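 note: cells stimulated with CCL20 at 14 nM final; plate controls were DMSO with CCL20 for no effect and DMSO without agonist for full effect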
# UBC13 polyUb: UBC13 polyubiquitin chain formation inhibitors, primary screen, biochemical, TR-FRET, uHTS. Ubiquitin-conjugating enzyme E2 N (Homo sapiens), P61088. inhibition, % at 20 µM. hit rate 0.47% among 330,000; in the data active = inhibition above about 45%, passing the limit was not always enough
# Target sequence (P61088 whole entry, looked up): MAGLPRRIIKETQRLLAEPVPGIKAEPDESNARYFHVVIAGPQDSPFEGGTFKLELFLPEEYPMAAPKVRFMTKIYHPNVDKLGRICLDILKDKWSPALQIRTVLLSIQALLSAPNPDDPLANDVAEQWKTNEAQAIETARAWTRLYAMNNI
# APJ agonist: agonists of human apelin receptor APJ, primary screen, CHO-K1 cells, PathHunter beta-arrestin, luminescence | P35414 | hit rate 0.11% among 330,000 | activation, % at 20 µM | 0% DMSO wells, 100% apelin;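 active = activation more than six SD over the plate average, tested at 20 µM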;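 note: 0% = DMSO alone and 100% = apelin-13 at 10 nM; some results filed as inactive read as strong as hits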
#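 Assay system: engineered CHO-K1 APJ arrestin reporter cells; Amount: 1000 CHO-K1 reporter cells seeded per well; Dosing: one dose, 20 µM compound, 1% DMSO; Times: compound stimulation 90 min at 25 °C, detection 60 min; Measured by: luminescent beta-gal fragment complementation, chemiluminescent substrate; Read-out: APJ–arrestin association signal; Controls: DMSO vs Apelin-13 10 nM.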
# ATG4B inhibitor: ATG4B protease inhibitors, primary screen, biochemical, fluorescence, uHTS. Cysteine protease ATG4B (Homo sapiens), Q9Y4P1. ATG4B cleavage of LC3-PLA2, NBD-HPC fluorescence, 1 h. inhibition, % at 8.33 µM. hit rate 0.51% among 340,000. AID 504462, 2011; in the data active = inhibition above about 40%
# * = called active by the depositor; . = not tested or not shown.
cpd	SMILES	ATG4B inhibitor	CCR6 antag	APJ agonist	CXCR6 block	UBC13 polyUb	EBI2 block	APJ antagonist	Gli-Sufu antag
1	O=C(Cn1cc2c(n1)CCCC2)NCc1cccs1	-1	1	-3	-2	0	-4	-40	5
2	O=C(COC(=O)CCc1c[nH]c(=O)[nH]1)Nc1cccc(Cl)c1	0	-16	-4	0	-2	6	-6	-7
3	COC(=O)CSc1nnc(COc2ccc3ccccc3c2)o1	-2	-11	-3	-10	-1	-2	-4	0
4	O=C(OCc1nnc(-c2ccccc2)o1)c1ccc(CO)cc1	0	5	-3	1	-5	-5	-7	-9
5	O=C(CNS(=O)(=O)c1ccc(Br)s1)NCC1COc2ccccc2O1 (centres undefined)	7	-2	-3	5	-14	2	-3	1
6	O=C(CN1CCc2ccccc2C1)Nc1ccccc1N1CCCCCC1	15	31	-7	11	0	25	-9	-10
7	Cc1ccc(NS(=O)(=O)c2ccccc2)c(NS(=O)(=O)c2ccccc2)c1	4	-4	.	-3	.	0	.	2
8	CC(=O)Nc1cccc(N)c1	3	-12	-1	5	2	5	8	2
9	Cc1ccc(OCCC(=O)O)cc1	-3	9	-2	-3	6	-6	-11	-11
10	CCN(CCO)C(=O)c1ccc2nc(Cc3ccc(OC)cc3)oc2c1	2	-3	.	4	.	-1	.	-30
11	O=C1N/C(=C/c2ccc(N3CCOCC3)o2)C(=O)N1c1ccccc1	-2	39	.	-5	.	12	.	-3
12	O=C(COC(=O)Cc1ccccc1F)Nc1ccc(F)cc1F	3	-3	0	8	18	-5	10	1
13	CCCn1c(SCC(=O)NCCc2ccccc2)nnc1-c1ccco1	-8	14	3	-8	2	20	1	-4
14	NS(=O)(=O)c1ccc(CCNC(=O)CSCC(=O)Nc2ccc(Cl)cc2)cc1	3	8	-1	0	5	4	8	2
15	O=C(N/N=C/c1c[nH]c2ccccc12)c1ccc(Cl)cc1	-6	-3	2	10	5	20	6	-36
16	CC1(C)Cc2c(sc(NC(=O)c3ccc(C(=O)c4ccccc4)cc3)c2C(N)=O)C(C)(C)N1	6	45	3	22	35	19	34	19
17	COc1ccc2[nH]c3c(c2c1)CCN1C(=O)N([C@@H](C)C(=O)NCc2ccc(F)cc2)C(=O)[C@]31C	-28	-4	-1	-2	-6	10	-50	6
18	O=C(CCc1ccccc1)Nc1nncs1	-9	13	-2	-8	9	-6	13	3
19	Cc1ccc(-c2c(NC(=O)c3ccco3)oc3ccccc3c2=O)cc1	-8	11	-6	4	-7	3	4	-37
20	O=c1cc(CO)oc(CN2CCCC2)c1O	10	-7	0	-2	-2	1	7	-3
21	Cc1ccc(NC(=O)CSc2nnc(C3COc4ccccc4O3)o2)c(Cl)c1 (centres undefined)	-24	2	-2	4	-2	0	-17	-19
22	Cc1[nH]nc2nc(SCC(=O)NCCC3=CCCCC3)n(-c3ccc(Br)cc3)c(=N)c12	-1	-2	12	-19	4	18	-13	5
23	Oc1ccc(Nc2nc(N3CCCC3)c3ccccc3n2)cc1	-10	39	5	13	28	-9	3	58*
24	O=C(NCc1cccs1)C1CCCN1C(=O)NC1CCCCC1 (centres undefined)	3	2	-4	0	5	-8	-1	9
25	NC(=O)C1(N2CCCCC2)CCN(Cc2nc(-c3cccs3)no2)CC1	-10	1	1	-9	13	4	-6	4
26	COc1ccc(CN2CCC(N3CC(C)OC(C)C3)CC2)c(OC)c1OC (centres undefined)	5	-4	-3	-2	3	5	4	5
27	COc1ccc(CN(Cc2cc3cc(OC)c(OC)cc3[nH]c2=O)C(=O)NC2CCCCC2)cc1	-22	5	0	7	1	-1	14	7
28	Cc1occc1C(=O)NCc1nc(-c2ccccc2)no1	4	6	-1	0	7	2	17	-2
29	COc1ccc(C2CC(Cn3cc(C#N)c(=O)n(C)c3=O)ON2C)cc1 (centres undefined)	0	-14	-2	3	1	-6	7	22
30	CCc1cccc(CC)c1N(COC)C(=O)Cn1ccccc1=N	1	-10	-2	6	7	1	2	20
31	O=[N+]([O-])/C(C=Nc1ccccc1O)=C\Nc1ccccc1O	6	3	.	0	.	-9	.	7
32	Cc1ccccc1C1CC(c2cccs2)Nc2nnnn21 (centres undefined)	4	11	-2	1	7	-6	6	38
33	Cc1ccc2nc(CSc3nnc(-c4ccncc4)n3C)cc(=O)n2c1	-4	-10	-4	4	-3	-1	6	-1
34	NC(=O)COc1ccc2oc(=O)cc(-c3cc4ccccc4o3)c2c1	4	8	3	11	-1	-5	3	-1
35	COc1ccc(NC(=O)CSCc2ccc(C)cc2)cc1	-11	-1	0	6	3	-13	-4	-7
36	C=CCOc1ccc(C2NC(=O)NC(C)=C2C(=O)OC)cc1 (centres undefined)	-10	3	10	0	-6	3	2	-10
37	Cc1ccc(Oc2cc(C)nc(-c3ccccc3O)n2)cc1	-7	5	-3	3	9	22	8	2
38	CC(C)OC(=O)C1=C2SCC(=O)N2C(N)=C(C#N)C1	-17	32	0	-6	1	-8	26	2
39	COCCCn1c(=O)/c(=C\c2ccccc2OC(F)F)s/c1=C(/C#N)C(=O)N1CCOCC1	-14	14	-2	4	-6	40	5	3
40	CC(C)CCOc1cccc(OCC(=O)NC2CCS(=O)(=O)C2)c1 (centres undefined)	-5	8	-4	-8	5	0	12	1
41	O=C(N/N=C1/CC2C=CCC12)c1ccc(Br)o1 (centres undefined)	-4	-1	2	-6	-9	-4	4	3
42	CC(C)(O)C#Cc1ccc(C(=O)N2CCCC(CCC(=O)NCc3ccccc3F)C2)cc1 (centres undefined)	20	10	-3	-7	-2	-11	9	-2
43	O=C(CN(Cc1ccccc1Cl)C(=O)c1csnn1)NCc1ccc2c(c1)OCO2	2	7	1	12	0	-3	-1	6
44	CCn1cc(C(=O)NCc2ccc(Cl)cc2)c(=O)c2cc(S(=O)(=O)N3CCOCC3)ccc21	1	9	-3	-2	7	4	9	6
45	C(=N\Nc1nc(-c2ccccc2)cs1)/c1ccncc1	-10	-19	6	-7	10	-3	-29	-32
46	O=C(COC(=O)c1cccc(Br)c1)NCCC1=CCCCC1	-3	8	-4	4	-3	-5	2	8
47	COc1ccccc1Nc1ccncc1[N+](=O)[O-]	2	10	-5	0	0	-22	15	-3
48	O=C1C2CC=CCC2C(=O)N1Cc1nnc(-c2ccc(Cl)cc2)o1 (centres undefined)	6	16	-1	-9	-5	7	-25	-25
49	Cc1ccc(C(=O)NCC(=O)OCC(=O)NC2CCCC(C)C2C)s1 (centres undefined)	-5	11	0	5	-12	9	-2	-3
50	Cc1ccc2nc(C)c(C(=O)N/N=C/c3cccc([N+](=O)[O-])c3)cc2c1	-3	0	-2	1	-1	-10	-4	0
51	COc1cc2cc(C(C)(C)O)oc(=O)c2cc1OC	-8	8	-3	1	4	-9	-3	-6
52	O=C(NNc1ccccc1)NC(Cc1ccccc1)C(=O)O (centres undefined)	-1	3	.	-4	.	3	.	2
53	O=C(CC1C(=O)NCCN1Cc1ccccn1)NCCc1ccccc1F (centres undefined)	18	0	9	1	-11	-3	8	-3
54	O=C(/C=C/c1ccccc1)NC(=S)Nc1cccnc1	-5	10	-2	0	0	-5	6	-4
55	Cc1ccccc1Cn1cnc2ccccc2c1=O	7	18	2	-10	17	-18	-2	3
56	O=C(CCSCc1ccc(Cl)cc1)NCCC1=CCCCC1	11	9	1	13	6	15	-16	-11
57	CCc1ccc(C2=NN(C(=O)OC)C(O)(C(F)(F)F)C2)cc1 (centres undefined)	-8	6	-4	8	6	-1	-4	-79
58	Cc1cccc(NC(=S)NC(NC(=O)OCc2ccccc2)C(Cl)(Cl)Cl)c1 (centres undefined)	11	3	3	-2	2	15	13	-4
59	CCCC1=NN2C(=N)/C(=C\c3ccc(SCc4ccco4)o3)C(=O)N=C2S1	38	24	-4	13	-32	-3	-15	15
60	COc1ccc(-c2cc(=O)oc3cc(OCC(=O)NCC(O)c4ccccc4)ccc23)cc1 (centres undefined)	-22	-6	1	0	-18	6	-96	-6

# Entries of single compounds, looked up by structure. Values in the order: ATG4B inhibitor	CCR6 antag	APJ agonist	CXCR6 block	UBC13 polyUb	EBI2 block	APJ antagonist	Gli-Sufu antag
# COc1cc2cc(C(C)(C)O)oc(=O)c2cc1OC is entered as -8	8	-3	1	4	-9	-3	-6
# O=C(/C=C/c1ccccc1)NC(=S)Nc1cccnc1 is entered as -5	10	-2	0	0	-5	6	-4

# (listing goes on)
cpd	SMILES	ATG4B inhibitor	CCR6 antag	APJ agonist	CXCR6 block	UBC13 polyUb	EBI2 block	APJ antagonist	Gli-Sufu antag
61	CCC(=O)Nc1nnc(-c2ccco2)o1	2	-6	-3	-4	-8	-11	26	6
62	CCN(CC)S(=O)(=O)c1cccc(-c2nnc(SCCCC(=O)c3ccc(F)cc3)o2)c1	9	17	-4	4	-4	23	-7	10
63	Cc1ccc2[nH]c(O)c(N=NC(=O)c3ccc(NS(=O)(=O)c4cccs4)cc3)c2c1	5	44	-4	22	-25	10	20	-13
64	CCOc1ccc(N2C(=O)CC(n3ccc(C)n3)C2=O)cc1 (centres undefined)	4	0	-3	-7	-4	6	2	1
65	Cc1ccc(C(=O)N2C3=C(CCCC3)C(=O)NC23CCCCC3)cc1	-8	11	-4	9	-1	2	18	1
66	CC(=O)Nc1ccc(SCC(=O)Nc2cc(C)on2)cc1	-6	-5	-2	1	7	3	2	7
67	CCOC(=O)CCC(NC(=O)CCC(=O)NC(CCC(=O)OCC)C(=O)OCC)C(=O)OCC (centres undefined)	-1	-10	-3	-1	8	-7	6	-3
68	CCc1ccc(C(=O)OCC(=O)NC2CCCC2)cc1	-2	7	-3	7	-1	-16	-5	-2
69	CN(C)CCn1c2c(c(SCC(=O)Nc3cccc4ccccc34)nc1=O)CCC2	-16	1	0	-2	6	-11	-25	12
70	CC1CCCCC1NC(=O)c1ccc(NS(=O)(=O)c2ccc3[nH]c(=O)[nH]c3c2)cc1 (centres undefined)	5	4	5	-3	-1	-3	-2	-12
71	COC(=O)C(Cc1cnc(Cl)s1)(C(=O)OC)c1ccc([N+](=O)[O-])cc1	-8	7	-3	2	2	19	2	4
72	O=c1c2cn(Cc3ccc(F)cc3)c3ccc(F)cc3c-2nn1Cc1ccc(F)cc1	10	12	-1	-8	2	3	-3	-6
73	COC(=O)N/N=C(C)/C=C/c1ccccc1	6	-3	-5	-6	-5	1	1	-10
74	CC(CCc1ccccc1)NS(=O)(=O)c1ccccc1F (centres undefined)	3	19	-5	-1	4	-2	2	-15
75	Cc1ccc(OCC(=O)NC2CC(C)(C)NC(C)(C)C2)cc1C	-10	8	1	5	2	-7	-6	6
76	Cn1c(=O)n(C)c2cc(N3CCCC3)c(NC(=O)c3cccc(F)c3)cc21	1	-3	-2	2	-8	4	13	6
77	O=C1CNC(=O)/C1=C/c1ccc(Br)cc1	4	3	0	-5	-4	3	5	-10
78	CCC(CC)c1nnc(NC(=O)C2CCN(C(=O)c3ccco3)CC2)s1	-8	-10	-1	3	-4	1	-16	-11
79	O=C(CSc1nc(N2CCCCC2)nc(N2CCCCC2)n1)c1ccccc1	-3	13	-4	11	-14	8	2	-9
80	CC1(C)SC2C(NC(=O)C3(N)CCCCC3)C(=O)N2C1C(=O)O (centres undefined)	3	1	.	5	.	-3	.	-8
81	Cc1ccccc1-c1nc(CS(=O)(=O)CC(=O)NC(C)c2ccccc2)c(C)o1 (centres undefined)	-6	5	3	-4	-6	-7	16	-14

# Screening results as filed in PubChem.
